RECQ1 inh: qHTS Assay for Inhibitors of RecQ-Like Dna Helicase 1 (RECQ1); RECQ1 DNA unwinding, red fluorescence kinetic read; Potency, µM (highest dose often 57.3 µM), for inactives: at the highest dose activity, negative = inhibition, hits mostly inhibitors; actives 0.54% (n = 240,000);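 further: plate controls were vehicle for no effect and no enzyme for full effect; nearly all actives have a fitted effect of over 30% in size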
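RECQ1T1 50 nM; forked duplex (20 bp + 30-nt ss tails) 200 nM, ATP 2 mM final; pH 8.0, 2 mM MgCl2, 2.5 ug/ml poly(dI-dC); 15 min compound preincubation; discontinuous kinetic read over 2 h at RT.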
L3MBTL1 inh: qHTS Assay for the Inhibitors of L3MBTL1. Lethal(3)malignant brain tumor-like protein 1 (Homo sapiens), Q9Y468. AlphaScreen L3MBTL1–H3K9me1 peptide binding. Potency, µM (top dose mostly 57.1 µM), for inactives: at the highest dose activity, negative = inhibition, usual class: inhibitors. actives 0.66% (n = 230,000); further: nearly all actives have a fitted effect of over 60% in size
Target sequence (Q9Y468 whole entry, looked up): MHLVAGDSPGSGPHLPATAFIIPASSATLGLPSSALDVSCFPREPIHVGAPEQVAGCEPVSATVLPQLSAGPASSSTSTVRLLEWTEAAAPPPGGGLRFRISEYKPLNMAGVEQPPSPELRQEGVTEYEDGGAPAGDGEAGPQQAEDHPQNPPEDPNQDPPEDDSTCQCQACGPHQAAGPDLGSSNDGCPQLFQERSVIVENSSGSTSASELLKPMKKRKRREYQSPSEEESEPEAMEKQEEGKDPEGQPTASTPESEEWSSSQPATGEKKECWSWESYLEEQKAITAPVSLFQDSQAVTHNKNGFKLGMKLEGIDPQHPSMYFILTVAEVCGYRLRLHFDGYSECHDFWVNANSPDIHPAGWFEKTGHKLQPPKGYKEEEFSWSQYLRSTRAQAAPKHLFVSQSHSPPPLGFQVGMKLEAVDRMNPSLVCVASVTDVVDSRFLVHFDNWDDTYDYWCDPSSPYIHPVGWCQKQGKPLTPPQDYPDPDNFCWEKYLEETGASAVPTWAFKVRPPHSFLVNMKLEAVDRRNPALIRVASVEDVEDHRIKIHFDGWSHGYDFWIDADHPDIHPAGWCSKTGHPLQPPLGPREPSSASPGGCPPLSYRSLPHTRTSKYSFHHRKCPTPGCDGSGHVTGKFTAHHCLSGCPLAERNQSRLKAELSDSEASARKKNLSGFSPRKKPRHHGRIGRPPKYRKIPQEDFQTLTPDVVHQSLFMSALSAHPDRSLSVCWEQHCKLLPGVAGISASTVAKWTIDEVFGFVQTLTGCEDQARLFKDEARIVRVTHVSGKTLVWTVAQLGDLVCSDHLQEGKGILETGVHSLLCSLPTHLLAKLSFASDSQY
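Read-out is AlphaScreen signal from streptavidin donor and nickel chelate acceptor beads (10 ug/mL final each) bridging L3MBTL1 (50 nM) and biotinylated K9-monomethylated H3(1-15) peptide (75 nM), after 30 min compound exposure at room temperature.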
TRb SRC2 PPI: qHTS for Inhibitors of the Interaction of Thyroid Hormone Receptor and Steroid Receptor Coregulator 2. TRbeta-SRC2 peptide binding, fluorescence polarization; receptor liganded with 1 µM T3. Potency, µM (series often up to 106 µM), without a hit: at the highest dose activity change, negative = inhibition, usual class: inhibitors. actives 0.065% (n = 280,000). AID 1469, 2008;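 further: plate controls were bound peptide for no effect and peptide without receptor for full effect; nearly all actives have a fitted effect of over 50% in size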
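Assay buffer: 20 mM Tris-HCl, 100 mM NaCl, 10% glycerol, 1 mM EDTA, 0.01% NP-40, 1 mM DTT, 1 uM T3, 5% DMSO; TRb LBD 0.6 uM, Texas Red SRC2 20 nM; FP after 5 hr.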
RGS12 GoLoco inh: qHTS Assay for Inhibitors of RGS12 GoLoco Motif Activity (Red Fluorophore) | Guanine nucleotide-binding protein G(i) subunit alpha-1 (Homo sapiens), P63096 | Gai1:RGS12 GoLoco peptide FP, rhodamine, 10 min | Potency, µM (doses to about 61.6 µM), for the others: at the top dose activity, negative = inhibition, usual class: inhibitors | actives 0.44% (n = 230,000) | AID 880, 2007; active means well fitted inhibition curve with a large enough effect, not every such curve was filed as active; inactive means no such curve, though single readings can be large or run the other way; further: nearly all actives have a fitted effect of over 30% in size; many of its hits are not listed in these tables
TexasRed fluor: Total Fluorescence Counterscreen for Inhibitors of the Interaction of Thyroid Hormone Receptor and Steroid Receptor Coregulator 2 | TRb/SRC2 Texas Red total fluorescence interference | Potency, µM (titrated, usually from 106 µM), for inactives: at the highest dose fluorescence change, negative = quenching | actives 0.29% (n = 280,000) | AID 1479, 2009; active means well fitted curve in either direction with a large enough effect; inconclusive means small, poorly fitted or top-dose-only effect
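Human TRβ ligand-binding domain (0.6 uM) and Texas Red SRC2 peptide (20 nM) in Tris buffer with 1 uM T3 and 5% DMSO were incubated with pinned compound for 5 hr at ambient temperature. Total fluorescence was computed as S + 2P (555/632 nm).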
GAA inhib: qHTS Assay for Inhibitors of Human alpha-Glucosidase as a Potential Chaperone Treatment of Pompe Disease | Lysosomal alpha-glucosidase (Homo sapiens), P10253 | purified human GAA, 4-MU-alpha-glucoside fluorescence | Potency, µM (doses to about 76.9 µM), for the others: at the top dose activity change, negative = inhibition, hits mostly inhibitors | actives 0.005% (n = 200,000) | AID 1466, 2008;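 further: plate controls were uninhibited enzyme wells for no effect and no-enzyme background for full effect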
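Compounds are titrated up to 77 uM against 4 nM human enzyme. Substrate 4-methylumbelliferyl-alpha-D-pyranoside (400 uM) reacts 20 min at room temperature in pH 5.0 buffer; liberated 4-methylumbelliferone is read at 440 nm.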
GAA glycogen mod: qHTS Assay for Inhibitors and Activators of Human alpha-Glucosidase Cleavage of Glycogen; Lysosomal alpha-glucosidase (Homo sapiens), P10253; recombinant GAA, glycogen substrate, Amplex Red glucose oxidase fluorescence; Potency, µM (doses to about 76.4 µM), for inactives: at the highest dose activity change, negative = inhibition, most hits filed as inhibitors; actives 0.38% (n = 300,000);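 further: 0% = full enzyme reaction and -100% = no-enzyme basal signal; the screen sought inhibitors and activators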
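Recombinant human alpha-glucosidase (4 nM final) hydrolysed bovine liver glycogen (30 ug) for 40 min at 37 C in pH 5.0 citrate/phosphate with 0.01% Tween-20. Released glucose detected by glucose oxidase/Amplex Red, Ex 573/Em 610 nm. Compounds up to 77 uM; AC50 from Hill fits.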
aGlu spleen mod: qHTS Assay for Inhibitors and Activators of Human alpha-Glucosidase From Spleen Homogenate | Lysosomal alpha-glucosidase (Homo sapiens), P10253 | human spleen homogenate, 4-MU-alpha-glucoside fluorescence | Potency, µM (doses to about 79.9 µM), for inactives: top-dose activity change, negative = inhibition, usual class: inhibitors | actives 0.006% (n = 240,000);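 further: 0% = enzyme with vehicle and -100% = no enzyme basal signal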
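Compounds were titrated against alpha-glucosidase in spleen homogenate at pH 5.0, with 1 mM 4-methylumbelliferyl substrate for 40 min at 37 C. Reactions were quenched with pH 10 NaOH/glycine and fluorescence measured.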
Starred values were filed as active, the others as inactive; i = inactive; ? = inconclusive; nt = not tested or not shown; & = joins results of further samples; [ ] = remark or other dose. Unless noted, the call rests on the fitted dose curve; in most records, active means well fitted curve in the direction sought with a large enough effect; inconclusive means small, poorly fitted or top-dose-only effect, or another doubt; inactive means no such curve, though single readings can be large; an effect the other way counts as inactive or inconclusive. Unless noted, on the % scale 0 is the no-effect control and ±100 the full control effect; potency means the concentration at half of the fitted maximal effect. Only part of the results is shown. The share of hits here may be higher or lower than overall.

SMILES	RECQ1 inh	L3MBTL1 inh	TRb SRC2 PPI	RGS12 GoLoco inh	TexasRed fluor	GAA inhib	GAA glycogen mod	aGlu spleen mod
CC(OC(=O)/C=C/c1ccco1)C(=O)Nc1cccc([N+](=O)[O-])c1 (stereo not drawn)	-13%	-9%	8%	-8%	0%	-3%	9%	-2%
Cc1ccccc1NC(=S)NCCO	11%	45%[activator]	3%	13%	-2%	-7%	-16%	-2%
NC(=O)CC(NC(=O)Cc1cccc2ccccc12)c1ccc(N2CCc3ccccc3C2)c([N+](=O)[O-])c1 (stereo not drawn)	i	nt	-3%	-2%	-1%	nt	1%	-14%
COc1ccccc1CN1C(=O)C2CC=CCC2C1=O (stereo not drawn)	-13%	-1%	-3%	4%	-5%	5%	7%	-2%
O=C(Nc1csnn1)c1csnn1	2%	40%[activator]	1%	16%	-1%	0%	-7%	-5%
CC(C1CC1)N(Cc1ccccc1)C(=S)Nc1ccccc1 (stereo not drawn)	-4%	18%	2%	3%	0%	5%	-7%	-5%
C=C(C)CN1CCN(c2c(CCC#N)c(C)c(C#N)c3nc4ccccc4n23)CC1	-11%	7%	4%	13%	4%	1%	-8%	-3%
NS(=O)(=O)c1ccc(CCNC(=O)c2ccc(C#CC3(O)CCCCC3)cc2)cc1	20%	-3%	1%	-2%	-1%	-3%	31%	-1%
O=C(CC1Sc2ccccc2NC1=O)NCc1cccc(Cl)c1 (stereo not drawn)	14%	7%	2%	0%	0%	-3%	25%	-1%
CN(C)c1ccc(N2C(=O)CC(Nc3ccc(N4CCOCC4)cc3)C2=O)cc1 (stereo not drawn)	i	-9%	-8%	-11%	0%	0%	?	-2%
COc1cc2[nH]c3c(Cl)ncnc3c2cc1OC	2%	-13%	-2%	22%	-2%	5%	-1%	4%
CCOc1ccc(NC(=O)Cn2c(=O)n(CC3CCCO3)c(=O)c3ccccc32)cc1 (stereo not drawn)	-3%	nt	14%&9%	-1%	0%&6%	?	1%	-3%
Cc1ccc(S(=O)(=O)N2CCOCC2)cc1NC(=O)CNC1CCCC1	-10%	6%	0%	-20%	-4%	0%	8%	-4%
CC[N+](C)(C)CCN(Cc1ccc(Cl)cc1)c1ccccn1	5%	nt	3%	5%	-2%	2%	5%	1%
Cc1cccc(NC(NC(=O)c2ccccn2)C(Cl)(Cl)Cl)c1 (stereo not drawn)	1%	-2%	12%	-8%	-1%	-1%	7%	-3%
Cc1ccc(S(=O)(=O)NC(=O)COc2ccccc2C)cc1	-3%	4%	-9%	-3%	-1%	-4%	2%	-5%
COc1ccc(/C=N/NC(=O)c2nc(-c3ccccc3)cc(-c3ccccc3)n2)cc1	-5%	4%	12%	-5%	-2%	5%	-8%	6%
CCOC(=O)c1c(C(=O)OCC)c(C)n(Cc2cc(OC)c(OC)c(OC)c2)c1C	4%	-7%	4%	4%	-2%	-15%	13%	2%
CC1=C(/C=C/C(C)=C/C=C/C(C)=C/C(=O)Nc2ccc(O)cc2)C(C)(C)CCC1	-5%&-18%&-27%&-8%&-23%	-4%	1%&-5%&-1%&-2%&3%&11%	-2%&-31%&8%&1%&4%&8%	-2%&-20%&-3%&-1%&-2%&-3%	nt	nt	-21%&-7%&-12%&5%&2%&-13%
COc1ccccc1NCc1nnc(SCC(=O)N/N=C/c2ccco2)n1-c1ccc(Cl)cc1Cl	11%	-7%	-5%	-4%	2%	0%	-8%	-14%
O=C(N/N=C1/CCS(=O)(=O)c2ccc(F)cc21)c1cccnc1	-6%	20%	-5%	10%	-2%	-2%	-4%	nt
O=C(C(=O)N1CCN(c2ccc(F)cc2)CC1)N1CCCCC1	i	-4%	-2%	3%	-3%	2%	21%	-1%
Cc1cc2ncn(/N=C/c3ccc([N+](=O)[O-])o3)c2cc1C	-2%	-1%	2%	6%	-3%	-10%	-26%	0%
O=C(O)CC1S/C(=N/N=C/c2ccccn2)NC1=O (stereo not drawn)	-1%	-11%	-8%	5%	0%	4%[15.4 µM]	1%	-6%
CC(=O)OCC1=C(C(=O)O)N2C(=O)C(NC(=O)C(C)Cn3cc(Cl)cn3)C2SC1 (stereo not drawn)	-17%	nt	0%	-2%	-1%	-4%	-6%	5%
COCCN(C(=O)CN1CCc2ccccc2C1)c1c(N)n(Cc2ccccc2)c(=O)[nH]c1=O	-1%	-3%	4%	nt	-6%	-25%	?	-3%
CC(NC(=O)C1CCC1)c1ccccc1 (stereo not drawn)	?	5%	1%	-3%	0%	-4%	-9%	-4%
Cc1ccc(C(=O)NNC(=O)/C=C\C(=O)O)cc1	i	nt	5%	-3%	-1%	nt	-1%	-1%
Cc1cc(=O)[nH]c(SCC(=O)Nc2ccc(S(N)(=O)=O)cc2)n1	-10%	nt	-12%	-1%	-4%	5%	3%	1%
CCc1ccc(S(=O)(=O)NCc2cn3c(C)csc3n2)s1	i	-7%	-21%	6%	2%	4%	-3%	-1%
O=C(c1ccc(F)cc1)N1CCN(C2CC3CCC2C3)CC1 (stereo not drawn)	-6%	1%	3%	4%	1%	-1%	1%	-2%
CCc1ccc(CN2C(=O)c3ccccc3C2C(=O)NCC2CCCO2)cc1 (stereo not drawn)	-3%	nt	2%	6%	-1%	-5%	-3%	4%
CCOC(=O)c1sc(Nc2ccccc2Cl)nc1C	3%	nt	0%	5%	0%	nt	5%	0%
COc1cc(CNCc2ccccn2)ccc1OCC(N)=O	0%	?	10%	-9%	-1%	-6%	5%	-4%
Cc1cc(Nc2ccccc2)n(-c2ccc(C(=O)O)cc2)n1	10%	-1%	-9%	6%	-2%	7%	?	-7%
COC(=O)C(O)(CC(=O)Nc1ccc(OC(F)(F)F)cc1)C(F)(F)F (stereo not drawn)	-3%	30%[activator][11.4 µM]	-4%	6%	0%	-3%	2%	-6%
COC(=O)C1(C)CN(S(=O)(=O)c2ccc(C)cc2)c2cc(OC)ccc2C1=O (stereo not drawn)	4%	-3%	-3%	-6%	-2%	-2%	-1%	-9%
CCCCS(=O)(=O)Nc1ccc(C)cn1	12%	-1%	1%	19%	3%	?	-7%	-6%
CCCCCc1ccc(-c2ccc(C(=O)O)cc2)nc1	i	-8%	-15%	14%	5%	-7%	-10%	-2%
CCSc1nnc(NC(=O)CSc2ncccn2)s1	-7%	-15%	-5%	7%	-3%	-5%	2%	-2%
CC1CCCC(NC(=O)CSc2nnnn2C)C1C (stereo not drawn)	0%	-7%	6%	3%	2%	-2%	-4%	2%
COc1ccc(NC(=O)c2cccnc2N2CCCC2)cc1	i	nt	-4%	-6%	-3%	-18%	7%	-4%
Cc1nc2ccc(NC(=O)Cc3ccccc3F)cc2s1	27%	-24%	8%	9%	-2%	8%	15%	-2%
O=C(COc1ccccc1N1C(=O)c2ccccc2C1=O)c1ccc(Cl)cc1	-13%	-1%	-4%	8%	-5%	1%	-2%	-2%
COCCCNC(=S)NNC(=O)c1ccoc1C	3%	-11%	8%	nt	-1%	-16%	-17%	1%
Brc1ccc(-c2cn3c(n2)CCc2ccc4cccnc4c2-3)cc1	-13%	32%[activator]	-1%	14%	-6%	6%	3%	-7%
CN(C)c1cc2c(c(N(C)C)c1)C(=O)c1ccccc1C2=O	-2%	18µM*	5%	31%[activator]	-1%	-3%	4%	-5%
CC(C(=O)N1CCOCC1)N1c2cccc3cccc(c23)S1(=O)=O (stereo not drawn)	-3%	nt	0%	9%	0%	-13%	7%	0%

Compounds listed so far that contain a nitro group on carbon:
SMILES	RECQ1 inh	L3MBTL1 inh	TRb SRC2 PPI	RGS12 GoLoco inh	TexasRed fluor	GAA inhib	GAA glycogen mod	aGlu spleen mod
CC(OC(=O)/C=C/c1ccco1)C(=O)Nc1cccc([N+](=O)[O-])c1 (stereo not drawn)	-13%	-9%	8%	-8%	0%	-3%	9%	-2%
NC(=O)CC(NC(=O)Cc1cccc2ccccc12)c1ccc(N2CCc3ccccc3C2)c([N+](=O)[O-])c1 (stereo not drawn)	i	nt	-3%	-2%	-1%	nt	1%	-14%
Cc1cc2ncn(/N=C/c3ccc([N+](=O)[O-])o3)c2cc1C	-2%	-1%	2%	6%	-3%	-10%	-26%	0%

Following part.
SMILES	RECQ1 inh	L3MBTL1 inh	TRb SRC2 PPI	RGS12 GoLoco inh	TexasRed fluor	GAA inhib	GAA glycogen mod	aGlu spleen mod
C/C(CC(=O)Nc1ccc(Cl)c(C(F)(F)F)c1)=N\NC(=O)c1ccccc1O	-12%	-11%	12%	11%	0%	-14%	?	-2%
CCn1nc(C(C)C(=O)O)c2ccccc2c1=O (stereo not drawn)	i	6%	-1%	7%	1%	8%	18%	5%
O=C(COC(=O)CNC(=O)c1ccc(Cl)cc1)Nc1ncc(C(F)(F)F)cc1Cl	-11%	-20%	1%	-10%	3%	3%	-1%	-4%
Cc1nonc1OCC(C)(COc1nonc1C)NC(=O)c1ccccc1	i	-3%	0%	14%	3%	0%	-11%	4%

Some of the entries so far, with two lines to a compound.
Screens in order: RECQ1 inh | L3MBTL1 inh | TRb SRC2 PPI | RGS12 GoLoco inh | TexasRed fluor | GAA inhib | GAA glycogen mod | aGlu spleen mod
- O=C(COC(=O)CNC(=O)c1ccc(Cl)cc1)Nc1ncc(C(F)(F)F)cc1Cl
 : -11% | -20% | 1% | -10% | 3% | 3% | -1% | -4%
- Cc1nonc1OCC(C)(COc1nonc1C)NC(=O)c1ccccc1
 : i | -3% | 0% | 14% | 3% | 0% | -11% | 4%

Source: PubChem
